BLM helicase inh: inhibitors of human Bloom syndrome helicase BLM | 0.2% of 350,000 active | recombinant BLM DNA unwinding, fluorescence dequenching | Potency, µM (titrated, usually from 56.1 µM), for the others: top-dose activity change, negative = inhibition, most hits filed as inhibitors;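 further: potency means the concentration at half of the fitted maximal effect; plate controls were vehicle for no effect and no enzyme for full effect; nearly all actives have a fitted effect of over 35% in size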
RXFP1 antagonist: antagonists of human relaxin receptor RXFP1 | Q9HBX9 | HEK293-RXFP1, relaxin-stimulated cAMP HTRF, 30 min; hits give low values | activity change, negative = inhibition, % at 57.5 µM | 0.59% of 350,000 active | AID 1259400;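 active means activity change of -60% or lower, but not beyond a set lower limit; inconclusive means change between -60% and -40%, or beyond the set limit; inactive means change above -40%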; further: on the % scale 0 is the no-effect control and ±100 the full control effect
POLI inh: blocks human DNA polymerase iota activity. 1% of 390,000 active. Pol iota fluorescent replication assay, 10 min. Potency, µM (top dose mostly 115 µM), without a hit: top-dose activity, negative = inhibition, usual class: inhibitors. Q9UNA4; further: potency means the concentration at half of the fitted maximal effect
Target sequence (Q9UNA4 whole entry, looked up): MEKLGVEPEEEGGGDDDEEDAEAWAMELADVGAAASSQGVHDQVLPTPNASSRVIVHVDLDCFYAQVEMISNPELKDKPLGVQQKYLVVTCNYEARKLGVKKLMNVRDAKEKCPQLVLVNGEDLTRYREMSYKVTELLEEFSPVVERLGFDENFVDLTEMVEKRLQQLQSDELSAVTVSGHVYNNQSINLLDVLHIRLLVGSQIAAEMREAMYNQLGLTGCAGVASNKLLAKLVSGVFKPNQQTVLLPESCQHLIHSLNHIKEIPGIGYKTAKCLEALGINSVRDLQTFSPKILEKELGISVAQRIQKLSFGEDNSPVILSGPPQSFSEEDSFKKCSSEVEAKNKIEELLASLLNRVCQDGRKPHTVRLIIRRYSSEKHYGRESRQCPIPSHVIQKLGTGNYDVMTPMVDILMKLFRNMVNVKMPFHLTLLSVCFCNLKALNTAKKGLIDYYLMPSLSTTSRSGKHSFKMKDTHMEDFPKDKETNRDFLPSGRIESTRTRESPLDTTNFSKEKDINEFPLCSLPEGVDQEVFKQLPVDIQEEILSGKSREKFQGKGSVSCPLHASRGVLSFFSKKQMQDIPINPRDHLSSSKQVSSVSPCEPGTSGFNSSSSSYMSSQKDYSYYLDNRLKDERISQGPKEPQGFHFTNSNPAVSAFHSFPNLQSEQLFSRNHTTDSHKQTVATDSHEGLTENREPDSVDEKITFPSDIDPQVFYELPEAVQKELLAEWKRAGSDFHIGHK
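Fluorescent replication assay read twice, at 0 min and 10 min after adding 50 nM (final) substrate. Enzyme (10 nM) and compounds were first incubated 15 min at room temperature; enzyme-free buffer wells were negative controls.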
POLK inh: inhibitors of human DNA polymerase kappa | purified Pol kappa, fluorescent DNA synthesis assay, 10 min | 0.53% of 400,000 active | Potency, µM (top dose mostly 107 µM), without a hit: at the highest dose activity, negative = inhibition, hits mostly inhibitors | Q9UBT6; further: potency means the concentration at half of the fitted maximal effect; on the % scale 0 is the no-effect control and ±100 the full control effect
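50 nM final substrate added after 15 min RT preincubation of 10 nM Pol kappa with compound; fluorescence read at 0 and 10 min.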
APEX1 inh: inhibitors of human APE1 endonuclease; recombinant APE1, TAMRA/BHQ-2 abasic DNA cleavage fluorescence; Potency, µM (top dose mostly 65.8 µM), without a hit: at the highest dose activity change, negative = inhibition, hits mostly inhibitors; P27695; 0.35% of 350,000 active;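 further: potency means the concentration at half of the fitted maximal effect; plate controls were vehicle for no effect and reference inhibitor for full effect; nearly all actives have a fitted effect of over 55% in size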
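0.75 nM APE1 + cpd, 15 min RT; start w/ 50 nM TAMRA/BHQ-2 THF-abasic dsDNA; kinetic fluor 525/598 nm ×3 reads @60 s; Δ(read3−read1); normalized to DMSO and NSC13755 control wells.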
Tb PGK inh: T. brucei PGK inhibition; P07378; PGK/GAPDH coupled, Kinase-Glo luminescence, 60 min; Potency, µM (highest dose often 57.5 µM), for the others: at the top dose activity change, negative = inhibition, usual class: inhibitors; 0.043% of 380,000 active; AID 602233; further: potency means the concentration at half of the fitted maximal effect; on the % scale 0 is the no-effect control and ±100 the full control effect; nearly all actives have a fitted effect of over 60% in size
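Luminescent ATP detection (Kinase-Glo Plus) follows a 60-minute room-temperature incubation, with wells lacking PGK as controls. Buffer: 100 mM TEA (pH 7.6), 5 mM MgCl2, 0.01% Tween-20. Coupling enzyme GAPDH (100 nM final) supplies unstable 1,3-BPG in-well.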
Apoferritin bind: candidate novel general anesthetic via apoferritin binding. P02791. apoferritin/1-aminoanthracene competitive binding, fluorescence. Potency, µM (top dose mostly 77.5 µM), for inactives: at the top dose activity change, negative = displacement, most hits filed as inhibitors. 0.074% of 350,000 active; further: potency means the concentration at half of the fitted maximal effect; on the % scale 0 is the no-effect control and ±100 the full control effect; nearly all actives have a fitted effect of over 20% in size
Target sequence (P02791 2-175 limits assumed): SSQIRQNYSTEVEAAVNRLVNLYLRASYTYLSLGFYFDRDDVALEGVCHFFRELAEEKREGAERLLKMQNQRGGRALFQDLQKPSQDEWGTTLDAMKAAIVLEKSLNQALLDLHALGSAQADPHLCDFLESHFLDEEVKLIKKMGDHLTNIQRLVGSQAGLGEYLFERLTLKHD
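Concentration-response curves derived by four-parameter Hill fitting of normalized fluorescence, where compounds displaced 1-AMA from 10 uM horse apoferritin following a brief 10 min room-temperature incubation; propofol titration acted as positive control.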
Pol eta inh: DNA polymerase eta (human) inhibition | AID 588591 | 1.2% of 390,000 active | Q9Y253 | Potency, µM (highest dose often 114 µM), inactives show at the top dose activity change, negative = inhibition, most hits filed as inhibitors | recombinant Pol eta, fluorescent DNA replication assay; further: potency means the concentration at half of the fitted maximal effect; on the % scale 0 is the no-effect control and ±100 the full control effect
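Pol eta (10 nM) was preincubated with compounds for 15 min at room temperature, after which fluorescent replication substrate (50 nM final) was added to start the reaction. Fluorescence was read kinetically at 0 and 10 min.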
POLB inh: blocks human DNA polymerase beta activity | P06746 | Potency, µM (top dose mostly 114 µM), without a hit: at the highest dose activity change, negative = inhibition, hits mostly inhibitors | 1.3% of 340,000 active | Pol beta primer extension/strand displacement, fluorescence kinetic | AID 485314; further: potency means the concentration at half of the fitted maximal effect; on the % scale 0 is the no-effect control and ±100 the full control effect
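Enzyme-only controls used 10 nM Pol beta; buffer lacking enzyme served as negative control. Compound preincubated 15 min, then 50 nM substrate added; 0 and 10 min reads at room temperature.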
An asterisk follows results filed as active; i = inactive; ? = inconclusive; nt = no result given; [ ] = dose if it differs, or a comment. Unless noted, the call rests on the fitted dose curve; in most records, active means well fitted curve in the direction sought with a large enough effect; inconclusive means small, poorly fitted or top-dose-only effect, or another doubt; inactive means no such curve, though single readings can be large; an effect the other way counts as inactive or inconclusive. A portion of the library, so the mix of outcomes need not match the whole.

Start of the listing, in advance, 2 compounds:
molecule	BLM helicase inh	RXFP1 antagonist	POLI inh	POLK inh	APEX1 inh	Tb PGK inh	Apoferritin bind	Pol eta inh	POLB inh
O=C(Cn1cnc2ccccc21)N/N=C/c1ccc([N+](=O)[O-])cc1	1%	-6	-5%	-8%	8%	-2%	-21%	2%	21%
Cn1nc(C(F)(F)F)c(-c2ccc(F)cc2)c1NC(=O)CSCC(=O)O	-14%	2	-14%[58.9 µM]	0%	-3%	i	40%[activator]	-10%	6%

The list itself, repeating the preview:
molecule	BLM helicase inh	RXFP1 antagonist	POLI inh	POLK inh	APEX1 inh	Tb PGK inh	Apoferritin bind	Pol eta inh	POLB inh
O=C(Cn1cnc2ccccc21)N/N=C/c1ccc([N+](=O)[O-])cc1	1%	-6	-5%	-8%	8%	-2%	-21%	2%	21%
Cn1nc(C(F)(F)F)c(-c2ccc(F)cc2)c1NC(=O)CSCC(=O)O	-14%	2	-14%[58.9 µM]	0%	-3%	i	40%[activator]	-10%	6%
NC(=S)c1c(Cl)cc(C(F)(F)F)cc1Cl	-7%	21	137%[activator]	-8%	-8%	-1%	-12%	2%	39%
Cc1cc(C)c(S(C)(=O)=O)c(NN)n1	-1%	5	18%	1%	19%	i	-4%	-6%	76%
Cc1cc(C)c(C)c(S(=O)(=O)N2CCC(C(=O)NC3=NCCS3)CC2)c1C	nt	5	-12%	-5%	0%	-8%	nt	-11%	nt
COc1ccc(-n2nc(C(=O)NCC(=O)NC3CCCCCC3)c3ccccc3c2=O)c(OC)c1	-2%	12	112%[activator]	-7%	30%	-1%	0%	-12%	-7%
CCOC(=O)C1CCC(=O)C1 (stereo not drawn)	nt	3	14%	-1%	nt	8%	nt	-24%	nt
CN1CCN(C(=S)c2cn(CCOc3ccccc3)c3ccccc23)CC1	-5%	5	-1%	-14%	-8%	-6%	?	?	-15%
CCC(=O)N1CCc2cc(CNS(=O)(=O)c3ccc(Br)s3)ccc21	-3%	4	5%	-4%[60.1 µM]	nt	9%	-9%	-3%	?
CCOc1nc(-c2ccc(C)cc2)ccc1-c1noc(-c2cccnc2)n1	0%	nt	nt	nt	?	nt	-2%	nt	-8%
O=C(OCC(=O)N1CCOCC1)c1ccc(O)cc1	-4%	12	45%[activator]	-1%	43%	-12%	-3%	-17%	-16%
Cc1nc(SCC(N)=O)[nH]c(=O)c1Cc1ccc(OC(C)C)cc1	-2%	-11	-19%	-9%	-5%	-2%	?	-12%	12%
COc1ccc(/C=C2\N=C3CCCN3C2=O)cc1	-1%	9	12%	10%	3%	-4%	-17%	14%	-16%
Cc1ccc(C(=O)NC(=S)Nc2ccc(N3CCOCC3)cc2)cc1	-5%	-10	11%	2%	-4%	-1%	-18%	-7%	-1%
NNC(=O)c1ccc(Cl)cc1Cl	-4%	3	41%[activator]	-1%[60.1 µM]	-2%	-10%	3%	-21%	-3%
O=C(CSCc1ccccc1)N/N=C/c1ccccc1OCc1ccccc1	1%	-36	5%	-4%	-10%	-6%	?	-14%	21%
Cc1nc(Nc2ccc(O)cc2)c2c3c(sc2n1)CCCC3	-7%	5	?	-11%	-2%	i	-6%	?	2%
COc1ccccc1NC(=O)c1ccc2c(=O)n3c(nc2c1)CCC3	nt	-3	20%	-18%	-18%	-4%	nt	-10%	nt
C=C(C)COc1ccc2c(CC)cc(=O)oc2c1C	0%	-5	8%	-5%	3%	-12%	-6%	-13%	4%
O=C(Nc1ccc2c(c1)OCCO2)C(c1ccc(F)cc1)N1CCCCC1 (stereo not drawn)	-3%	-14	1%	-15%	0%	2%	-16%	-6%	10%
O=C1/C(=C\Nc2ccccc2)CCN1c1ncccn1	-1%	0	15%	1%	-1%	-9%	-5%	-6%	-13%
CCc1ccc(C(=O)c2cncc(Br)c2)cc1	-2%	1	16%	3%	-2%	-7%	?	-17%	4%
Cc1ccc(S(=O)(=O)Cc2cn3cccnc3n2)cc1	-1%	9	17%	-1%	0%	i	-1%	-9%	0%
CCOc1ccc(CCNC(=O)c2cccc(S(=O)(=O)N3CCCC3)c2)cc1OCC	nt	-11	14%	-13%	39%	-12%	nt	-12%	nt
O=C(Nc1cccc(Cl)c1)NC1(C(=O)NCc2cccs2)CCCCC1	-2%	-13	-19%	-4%	-3%	0%	-6%	7%	-19%
COc1cc2c(c(OC)c1)C(c1cccc(OC)c1OC)CC(=O)N2 (stereo not drawn)	-2%	nt	-16%	-8%	2%	-13%	3%	-11%	20%
CCC(C)(C)n1nnnc1C(c1cc2cc(C)cc(C)c2[nH]c1=O)N1CCCC1 (stereo not drawn)	-4%	0	9%	-16%	9%	-1%	-4%	-4%	5%
COc1ccc(-c2cnc(C)o2)cc1S(=O)(=O)Nc1ccc(NC(C)=O)cc1	0%	nt	12%	-3%[60.1 µM]	nt	-10%	27%	-19%	?
CCc1ccccc1NC(=O)C1CCN(S(C)(=O)=O)CC1	nt	-1	24%	-16%	nt	i	nt	-11%	nt
CC(C)N=C1NN=C(c2cccs2)C(CC(=O)O)S1 (stereo not drawn)	-3%	-7	40%[activator]	-5%	-1%	i	-8%	-14%	-14%
COc1ccc(N(C)S(=O)(=O)c2cccc(C(=O)OCC(=O)Nc3sc4c(c3C#N)CCCCC4)c2)cc1	-2%	12	3%	-6%	3%	-1%	-13%	-5%	8%
COc1ccc(-c2c3c(nc4sc5c(=O)[nH]c(C)nc5c24)CCC3)cc1	-5%	3	8%	-9%	-1%	2%	-1%	?	13%
CC1CCCC(NC(=O)c2cccc(S(=O)(=O)N3CCCCC3)c2)C1C (stereo not drawn)	-18%	3	2%	-3%	15%	-1%	-22%	-4%	-2%
CC(NS(=O)(=O)c1ccc2c(c1)CC(=O)N2C)c1ccccc1 (stereo not drawn)	-6%	-8	24%	4%	-4%	-5%	-9%	-11%	7%
O=C(Nc1ccc2oc(-c3cccnc3)nc2c1)c1cc2ccccc2o1	-3%	-9	34%[activator]	-12%	0%	3%	-6%	-1%	-21%
O=C(O)CC1(CC(=O)NCc2cc(F)cc3c2OCOC3)CCCCC1	0%	10	154%[activator]	0%	5%	i	2%	-7%	9%
COC(=O)C1=C(C)N(c2cc(Cl)cc(Cl)c2)C(=O)C1	0%	12	15%	-10%	-4%	5%	?	-4%	1%
O=C(NCCCn1ccnc1)c1csc2ccccc12	1%	2	3%	-17%	-2%	-6%	2%	-12%	8%
NC(Cc1c[nH]c2ccccc12)C(=O)NCc1ccccc1 (stereo not drawn)	-1%	-9	18%	-3%	5%	-1%	-9%	-17%	11%
Cc1c(C(=O)N2CCCCC2)c(S(=O)(=O)N2CCC(C)CC2)c(C)n1C	1%	11	-7%	7%	26%	-8%	0%	-23%	6%
Cc1ccc2cccc(NC(=O)C(C)Oc3ccc(Cl)cc3Cl)c2n1 (stereo not drawn)	-8%	-22	-8%	-1%	nt	-1%	41%[activator]	-15%	?
O=C(c1ccncc1)N1CCN(CCc2ccccc2)CC1	-5%	-2	14%	14%	18%	-1%	-11%	1%	-5%
O=C1NC(c2ccc3c(c2)OCO3)Oc2ccccc21 (stereo not drawn)	1%	-4	-22%[58.9 µM]	-15%	-2%	-8%	-20%	-4%	5%
COC(=O)c1ccc(/C=N/NC(=O)C2CC(=O)N(c3ccc(OC)cc3)C2)cc1 (stereo not drawn)	-7%	-7	12%	-2%	-41%	i	-6%	-16%	6%
c1ccc(-c2ccc(-n3ccnc3)cc2)cc1	-2%	3	11%	-4%	2%	-14%	-18%	7%	22%
O=C(Nc1ccc(S(=O)(=O)NCC2CCCO2)cc1)c1cccc(F)c1 (stereo not drawn)	0%	9	79%[activator]	-7%	19%	-8%	-10%	-7%	4%
COC(=O)c1c(N)c(C#N)c(C)n1-c1ccccc1	-3%	-4	25%	-1%	?	0%	-16%	-14%	0%
CC(C)CNC(=O)c1cc(=O)[nH]c2ccc(S(=O)(=O)Nc3ccc(F)cc3)cc12	-2%	-17	10%	1%	49%	i	-5%	-8%	-2%
Cc1noc(C(=O)Nc2cccnc2)c1Cl	-5%	nt	20%	4%	5%	i	-5%	-5%	9%
CCOC(=O)N1CCC(N2CCCC(C(=O)c3cc(F)ccc3OC)C2)CC1 (stereo not drawn)	0%	-3	-11%	-3%	13%	1%	-8%	6%	32%
Cc1cccc(C2(c3cccc(C)c3)CC2C(=O)Nc2ccc([N+](=O)[O-])cc2O)c1 (stereo not drawn)	-14%	-34	1%	-19%	?	i	-11%	-21%	11%
CC1CCN(CCC(=O)N2CCCc3c2c(=O)oc2ccc(O)cc32)CC1	-7%	0	-15%	-13%	-4%	-9%	-14%	4%	26%
COc1cccc(NC(=O)c2ccc(OC(F)(F)F)cc2)c1	nt	nt	-7%	-3%	19%	-8%	nt	-19%	nt
Cn1c(=O)c2sccc2n(Cc2ccc(Br)cc2)c1=O	-7%	10	35%[activator]	-3%	7%	6%	7%	-19%	17%
COc1ccc(S(=O)(=O)Nc2ccccc2C(=O)N2CCOCC2)cc1Br	0%	0	7%	-5%	9%	-8%	-5%	-1%	2%
S=C1NC2(CCCCC2)NN1c1ccccc1	-3%	-10	47%[activator]	-2%	-7%	-5%	-15%	-6%	-2%
O=C(O)C1CC=CCC1C(=O)NCc1ccc(Cl)c(Cl)c1 (stereo not drawn)	nt	3	56%[activator]	6%	nt	-2%	nt	-18%	nt
CCOc1ccccc1C(=O)NC1CCN(CC(=O)Nc2cc(OC)ccc2OC)CC1	1%	-5	-3%	-9%	1%	-9%	-7%	-2%	-4%
CCOc1ccc(NC(=O)CCS(=O)(=O)c2ccc3c(c2)n(C)c(=O)c(=O)n3C)cc1	0%	7	13%	-14%	nt	nt	-9%	nt	-7%

Screens (PubChem BioAssay)
